High-throughput results as filed in PubChem BioAssay.
PLK1 PBD block: qHTS for Inhibitors of PLK1-PDB (polo-like kinase 1 - polo-box domain): Primary Screen. Plk1 PBD binding of FITC phosphopeptide, fluorescence polarization. AID 720504, 2013. Potency, µM, for the others: max response, negative = inhibition, actives largely listed as inhibitors. 2.8% of 360,000 active; note: potency is the fitted concentration of half-maximal effect; series mostly up to about 57 µM; % is set by controls: 0 for no effect and ±100 for the full control effect; nearly all actives have a fitted effect of over 65% in size
EPAC1 agonist: qHTS for Agonist of cAMP-regulated guanine nucleotide exchange factor 3 (EPAC1): primary screen; AID 720707, 2013; EPAC1 agonist qHTS, biochemical assay; response scale: 100% = response to 6.5 mM cAMP; 0.073% of 360,000 active; Rap guanine nucleotide exchange factor 3 (Homo sapiens), O95398; Potency, µM (titrated, usually from 154 µM), without a hit: at the highest dose activation, usual class: activators; note: potency is the fitted concentration of half-maximal effect; nearly all actives have a fitted effect of over 60% in size
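Fluorescent GDP-exchange assay: 100 nM EPAC1 with 250 nM Rap1B preloaded with BODIPY-GDP and 50 uM GDP; compounds tested as concentration series, 5 min at room temperature, then read every 5 min for 30 min (ex 480/em 540 nm); normalized to 6.5 mM cAMP.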
IL-2 act: qHTS of IL-2 Activators | IL-2 activation reporter assay, cell-based qHTS; stimulated with anti-CD3/CD4/CD28 beads; in transgenic mouse T cells | activation, % (series mostly up to about 46 µM) | 0.065% of 360,000 active | AID 652025, 2013; in the data active = activation above about 50%; inconclusive = mostly about 30% to 49%; note: 0% is about no effect
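First, unstimulated transgenic mouse T cells were exposed to compound for 60 min. Next, anti-CD3/anti-CD4-coated beads with anti-CD28 were added. Finally, after 18 h at 37 degrees C, EGFP and DsRed were imaged.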
GLP1R inv ag: qHTS of GLP-1 Receptor Inverse Agonists (Inhibition Mode); Glucagon-like peptide 1 receptor (Homo sapiens), P43220; Potency, µM (top dose mostly 38.3 µM), for the others: at the top dose activity change, negative = inhibition, usual class: inhibitors; HEK293 GLP-1R CRE-luciferase, luminescence, 24 h; GLP-1R form is constitutively active; 1.6% of 410,000 active; note: potency is the fitted concentration of half-maximal effect; % is set by controls: 0 for no effect and ±100 for the full control effect; nearly all actives have a fitted effect of over 55% in size
Target sequence (P43220 whole entry, looked up): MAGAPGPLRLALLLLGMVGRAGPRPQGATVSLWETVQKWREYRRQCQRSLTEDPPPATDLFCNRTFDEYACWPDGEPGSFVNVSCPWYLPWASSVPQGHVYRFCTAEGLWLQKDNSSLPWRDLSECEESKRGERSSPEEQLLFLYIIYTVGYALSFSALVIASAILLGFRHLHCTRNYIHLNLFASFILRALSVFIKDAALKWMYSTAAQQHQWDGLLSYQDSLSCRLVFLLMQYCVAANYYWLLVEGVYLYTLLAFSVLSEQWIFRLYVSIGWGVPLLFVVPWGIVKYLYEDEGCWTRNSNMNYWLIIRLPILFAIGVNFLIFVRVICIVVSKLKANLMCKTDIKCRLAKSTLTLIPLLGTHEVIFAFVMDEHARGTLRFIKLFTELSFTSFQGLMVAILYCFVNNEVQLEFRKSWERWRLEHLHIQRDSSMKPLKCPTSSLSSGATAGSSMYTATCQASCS
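HEK293 cells stably co-expressing constitutively active GLP-1R and a cAMP-responsive luciferase reporter were seeded in DMEM with 10% Nu serum, given compounds after 12 h, and incubated 24 h at 37 deg C. Luminescence was then read.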
HEK293 tox: qHTS of GLP-1 Receptor Inverse Agonists: Cytotox Screen; Potency, µM (titrated, usually from 38.3 µM), inactives show at the highest dose activity change, negative = inhibition, actives largely listed as inhibitors; 0.13% of 410,000 active; HEK293 cAMP-luciferase reporter cells, luminescence, 24 h;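 note: loss of luciferase light is scored as toxicity; potency is the fitted concentration of half-maximal effect; % is set by controls: 0 for no effect and ±100 for the full control effect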
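To flag toxic compounds, the library was rerun on cells for 24 hr at 37 deg C and 5% CO2. Viability-linked luminescence was captured 12 min after adding luciferase detection reagent.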
PI5P4K alpha inh: qHTS for Inhibitors of phosphatidylinositol 5-phosphate 4-kinase (PI5P4K); Phosphatidylinositol 5-phosphate 4-kinase type-2 alpha (Homo sapiens), P48426; PI5P4Kalpha enzyme, ADP-Glo luminescence, 60 min; active compounds read low; max response, %; 1.2% of 330,000 active; AID 652105, 2013; active = max response of -50% or lower; inconclusive = between -30% and -50%; inactive = -30% or higher; note: value at the top dose of about 77 µM; % is set by controls: 0 for no effect and ±100 for the full control effect
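ADP-Glo luminescence end-point read after a 60 min room-temperature kinase reaction of PI5P4Kalpha plus substrate, initiated with ATP at 5 microM final. Buffer: 0.038 M HEPES pH 7.4, EGTA, 0.1% CHAPS, 5% DMSO.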
GLP-1R agonist: qHTS of GLP-1 Receptor Agonists; Potency, µM (titrated, usually from 45.6 µM), inactives show top-dose activation, hits mostly activators; AID 624172, 2012; HEK293 GLP-1R CRE-luciferase, luminescence, 4-6 h; cells express a hypersensitive GLP-1R form; 0.007% of 380,000 active; note: potency is the fitted concentration of half-maximal effect; % of control where 0% means no effect
EPAC1 antagonist: qHTS for Antagonist of cAMP-regulated guanine nucleotide exchange factor 3 (EPAC1): primary screen. Potency, µM (doses to about 115 µM), without a hit: top-dose activity change, negative = inhibition, usual class: inhibitors. 0.14% of 360,000 active. Rap guanine nucleotide exchange factor 3 (Homo sapiens), O95398. EPAC1 GEF assay, Rap1b-BODIPY-GDP exchange fluorescence;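 note: potency is the fitted concentration of half-maximal effect; plate controls were vehicle for no effect and positive control for full effect; nearly all actives have a fitted effect of over 50% in size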
PTHR1 ag: qHTS for PTHR1 Agonists: Primary Screen; Parathyroid hormone/parathyroid hormone-related peptide receptor (Homo sapiens), Q03431; HEK293 GP2 PTHR1 cells, GloSensor cAMP luminescence, 1 h; Potency, µM (titrated, usually from 115 µM), inactives show at the top dose activation, usual class: activators; 0.075% of 410,000 active; AID 743266, 2014; note: potency is the fitted concentration of half-maximal effect; nearly all actives have a fitted effect of over 55% in size; some results filed as inactive show a strong effect at the top dose; inactives centre near -15; many of its hits are not listed in these tables
Target sequence (Q03431 whole entry, looked up): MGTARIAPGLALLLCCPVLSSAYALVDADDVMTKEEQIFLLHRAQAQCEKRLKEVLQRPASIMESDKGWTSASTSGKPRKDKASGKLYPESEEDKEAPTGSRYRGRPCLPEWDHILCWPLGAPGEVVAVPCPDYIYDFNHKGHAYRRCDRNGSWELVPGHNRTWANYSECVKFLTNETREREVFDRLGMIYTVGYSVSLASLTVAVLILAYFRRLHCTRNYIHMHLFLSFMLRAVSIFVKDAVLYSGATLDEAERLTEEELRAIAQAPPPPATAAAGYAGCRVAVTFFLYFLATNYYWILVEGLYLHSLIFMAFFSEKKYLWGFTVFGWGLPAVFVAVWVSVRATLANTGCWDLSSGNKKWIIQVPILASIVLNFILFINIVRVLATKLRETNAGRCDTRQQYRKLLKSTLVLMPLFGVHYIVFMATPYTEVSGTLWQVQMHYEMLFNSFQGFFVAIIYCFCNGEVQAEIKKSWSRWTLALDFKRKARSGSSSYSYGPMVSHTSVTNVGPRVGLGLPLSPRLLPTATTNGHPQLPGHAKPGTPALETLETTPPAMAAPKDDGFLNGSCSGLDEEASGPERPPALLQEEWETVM
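HEK-293-derived GP2 cells expressing PTHR1 and a GloSensor cAMP reporter, 3,000/well, plated overnight, given luciferin plus IBMX (each 0.5 mM as added) for 1 h at 37 °C, then compound for 1 h at 37 °C. Luminescence was read after 15 min at room temperature.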
An asterisk follows results filed as active; i = inactive; ? = inconclusive; nt = not tested or not shown; [ ] = remark or other dose. Unless noted, calls come from the whole dose curve; as a rule, active = well fitted curve in the direction sought with a large enough effect; inconclusive = small, poorly fitted or top-dose-only effect, or another doubt; inactive = no such curve, though single readings can be large; an effect the other way counts as inactive or inconclusive. Only part of the results is shown. The share of hits here may be higher or lower than overall.

SMILES	PLK1 PBD block	EPAC1 agonist	IL-2 act	GLP1R inv ag	HEK293 tox	PI5P4K alpha inh	GLP-1R agonist	EPAC1 antagonist	PTHR1 ag
COc1cc(C(=O)N(Cc2ccco2)Cc2cc3ccccc3[nH]c2=O)cc(OC)c1OC	0.3%	-6.0%	-3.1	0.0%	-37.0%	nt	11.4%	9.4%	-6.5%[57.5 µM]
CCOc1c(O)ccc(C2NC(=O)NC(C)=C2C(=O)OC)c1[N+](=O)[O-] (stereo not given)	-18.2%	1.2%	0.3	8.0%	4.5%	-1.7	6.4%	-1.7%	-6.5%
CC(C)(C)Cc1c(-c2cccc(Br)c2)nc2ccc(Br)cn12	-7.9%	-0.5%	0.9	22.2%	4.9%	?	0.9%	8.0%	-8.4%
O=C(c1cccc(F)c1)N1CCCC(C(=O)N2CCCCC2)C1 (stereo not given)	-5.2%	6.5%	1.3	14.9%	3.5%	-5.4	-3.3%	-6.3%	i
COc1cccc(-c2nn(-c3ccc(C)cc3)cc2C(=O)NCC(c2cccs2)N2CCOCC2)c1 (stereo not given)	4.4%	17.8%	-4.2	?	-5.2%	10.6	10.2%	-3.3%	-23.9%
C/C(=C/c1ccccc1)C(=O)N1CCN(c2ccccc2F)CC1	2.7%	-12.4%	-1.9	?	1.1%	-0.3	-7.9%	7.2%	i
CCOc1ccccc1NC(=O)c1ccc(OCC(=O)N2CCOCC2)c(OC)c1	1.7%	-17.7%	0.0	0.2%	-28.6%	-0.9	6.8%	-7.4%	-7.3%
CS(=O)(=O)N1CCc2ccc(NC(=O)C3CCCO3)cc2C1 (stereo not given)	-3.3%	-3.9%	-3.0	2.1%	1.5%	0.8	-5.6%	-10.9%	i
O=C(CCNC(=O)c1ccc([N+](=O)[O-])cc1)Nc1cccc(S(=O)(=O)N2CCCCC2)c1	-1.2%	1.0%	-2.1	?	0.4%	0.2	9.5%	3.5%	-75.9%[inhibitor]
Cc1cccc(C)c1NC(=S)NN1CCN(C)CC1	-2.7%	-3.1%	0.3	3.0%	-12.3%	-1.5	-4.7%	2.7%	8.1%[57.5 µM]
CCCCN(C)C(=O)C1CCN(Cc2ccccn2)CC1	-3.5%	5.8%	-2.8	-6.3%	-4.4%	-14.5	0.4%	-3.8%	i
CC(C)CNC(=S)NNC(=O)c1csc2ccccc12	0.0%	1.2%	-0.9	?	1.2%	nt	-3.2%	1.4%	-3.4%
CNS(=O)(=O)c1ccc(NC(=O)c2ccc(Cl)cc2Cl)cc1	-1.4%	-5.3%	-2.4	-16.6%	-11.4%	3.5	3.8%	7.8%	-29.9%
O=C1c2ccccc2C(=O)C1c1nccc2ccccc12	0.9%	2.8%	1.0	0.3%	-4.9%	-5.9	-11.1%	-13.5%	-33.1%[inhibitor][57.5 µM]
N/C(=N\OC(=O)C12CC3CC(CC(C3)C1)C2)c1ccncc1	-1.5%	7.8%	-0.8	-14.1%	-1.1%	-0.5	-2.7%	11.8%	-25.8%
O=C(Nc1cccc(Cl)c1)OCc1cn(-c2ccccc2)nn1	-15.6%	9.9%	-0.2	-26.2%	9.6%	-3.8	26.8%	-20.2%	i
COCCNC(=O)Cn1cnc2c1c(=O)n(C)c(=O)n2C	-1.1%	16.7%	-0.2	16.0%	0.0%	0.3	-3.4%	-2.9%	i
COc1ccc(N2CC(C(=O)N3CCOCC3)CC2=O)cc1 (stereo not given)	-5.7%	-1.0%	1.7	0.5%	-0.3%	2.6	17.7%	3.6%	-7.0%
COc1ccc(S(=O)(=O)N2CCc3ccccc32)cc1C(=O)N1CCC(C)CC1	-0.9%	0.2%	0.5	?	1.2%	-2.4	4.1%	-1.2%	-11.1%
CC(C)c1ccc(NC(=O)CN2C(=O)NC(C)(C3CC3)C2=O)cc1 (stereo not given)	-6.6%	-2.9%	-0.3	?	-2.9%	1.1	6.3%	-5.1%	i
COc1ccc(NC(=S)N2CCN(Cc3cccc(F)c3)CC2)c(OC)c1	-6.3%	-8.5%	1.3	-18.2%	-7.5%	8.3	7.8%	-4.1%	-18.4%
Cc1ccc2cc(C(c3nnnn3C3CCCC3)N3CCOCC3)c(=O)[nH]c2c1C (stereo not given)	-6.1%	0.0%	3.9	30.8%[activator]	4.1%	nt	-1.0%	-1.4%	-14.1%[57.5 µM]
O=C(NC1CCCC1)C1C(c2ccc(C(F)(F)F)cc2)=Nc2ccccc2N1C(=O)c1cccc(C(F)(F)F)c1 (stereo not given)	-12.0%	-22.1%	-0.8	?	24.2%	1.6	nt	-26.1%	-17.0%
CC12COC3(C(=O)Nc4ccc(Cl)cn4)CC1CCC32C (stereo not given)	-2.3%	-6.2%	-2.7	?	-5.6%	0.7	1.1%	12.6%	-8.7%[57.5 µM]
COc1ccccc1N1CCN(C(C)C(=O)N2CC(C)OC(C)C2)CC1 (stereo not given)	-10.2%	6.8%	-0.5	-22.6%	-6.5%	-7.8	0.3%	2.5%	-1.1%
O=C(NCc1ccc2c(c1)OCO2)C1CC(=O)N(CCc2ccccc2)C1 (stereo not given)	5.4%	-6.9%	-1.1	-0.7%	-1.2%	-2.0	-4.2%	6.0%	-3.8%
CCOC(=O)c1c(NC(=O)Cn2nc([N+](=O)[O-])c(Br)c2C)sc2c1CCC(C)C2 (stereo not given)	-3.2%	8.9%	-0.9	-4.4%	-9.4%	nt	-7.3%	13.0%	-14.6%[57.5 µM]
CCNC(=O)CC1C(=O)N(c2ccc(OC)cc2)C(=O)N1CCOC (stereo not given)	-2.3%	-3.0%	-4.2	62.0%[activator]	-31.9%	0.0	6.3%	-24.7%	i
COc1nnc(-c2ccc(C)c(S(=O)(=O)NC(C)C)c2)c2ccccc12	-3.5%	11.9%	-1.9	140.1%[activator]	5.5%	-1.6	26.5%	-17.0%	-9.5%
COCCN1C(=O)N[C@@H](c2cccc(C(F)(F)F)c2)[C@H](C(C)=O)[C@H]1C	0.0%	0.2%	-0.5	1.0%	0.6%	-1.4	9.8%	12.5%	i
CC(=O)Nc1cccc(-c2ccnc3c2CC(C(=O)Nc2ccc4c(c2)OCO4)O3)c1 (stereo not given)	-8.6%	2.4%	0.6	?	?	-8.4	8.1%	-12.7%	-3.3%
COc1ccc(CC(=O)NCCc2csc(-c3ccc(C(F)(F)F)cc3)n2)cc1	nt	nt	nt	-1.3%	-1.1%	nt	-7.6%	nt	-21.4%
N#Cc1cc(N)ccc1Sc1ccccc1	-7.5%	7.5%	-0.7	-4.9%	-28.9%	2.1	1.5%	0.5%	i
COC(=O)c1ccn(CSc2c(F)c(F)cc(F)c2F)n1	3.0%	2.1%	-0.3	1.0%	-1.1%	-0.5	-7.4%	3.2%	i
CN1CCN(CC2(O)CCN(S(=O)(=O)c3ccc(Cl)cc3)CC2)CC1	-14.8%	8.8%	-1.0	0.891µM*	15.2%	-8.8	4.3%	7.0%	i
O=C(O)CN1CCN(CC(=O)O)CCN(CC(=O)O)CCN(CC(=O)O)CC1	7.7%	-19.7%	0.4	2.7%	-2.2%	1.1	-5.9%	-6.2%	-2.0%
O=C(Nc1ccc(F)cc1)C(CCc1ccccc1)N1CCN(c2cccc(C(F)(F)F)n2)CC1 (stereo not given)	-3.9%	-2.7%	-0.7	?	-10.0%	1.3	nt	-11.2%	-62.7%[inhibitor]
O=C(OCc1ccccc1)N1CCCC1/C=C/CN1CCOCC1 (stereo not given)	2.2%	8.5%	0.3	-29.3%	13.0%	0.5	3.3%	-5.5%	i
COC(=O)[C@]1(Cc2ccccc2)N[C@H](c2ccc(-c3ccc(F)cc3)cc2)[C@@H]2C(=O)N(C)C(=O)[C@@H]21	-11.3%	2.1%	-0.6	?	4.0%	4.8	3.3%	-25.5%	-44.8%[inhibitor]
O=C(NC(Cc1c[nH]c2ccccc12)C(=O)O)c1ccccc1 (stereo not given)	-1.0%	-4.5%	-0.6	0.0%	3.3%	-6.6	-13.0%	-1.8%	-0.4%
O=c1c2ccccc2oc2cc(OCc3cccc(F)c3)cc(O)c12	-16.7%	-7.9%	-1.5	1.3%	4.3%	15.6	-0.4%	-38.3%	-22.4%
c1ccc2[nH]c(NN=C3CCCCCC3)nc2c1	-17.8%	13.9%	-0.9	10.5%	0.8%	-5.7	6.2%	0.6%	-12.8%
Cc1c(C=O)c2ccccc2n1CCOc1ccccc1	-8.4%	8.4%	-0.5	-29.8%	13.0%	4.3	-5.6%	?	-31.9%[inhibitor]
CCOC(=O)C1CCN(C(=O)Cc2cccs2)CC1	29.9µM*	0.6%	0.7	12.0%	-5.4%	-17.8	-11.3%	-1.9%	i
COc1cccc(NC2SC(=O)N(c3ccccc3)C2=O)c1 (stereo not given)	?	5.6%	-2.5	?	-7.3%	2.2	1.7%	-5.1%	-19.7%

One compound at a time (already shown). Screens in order: PLK1 PBD block | EPAC1 agonist | IL-2 act | GLP1R inv ag | HEK293 tox | PI5P4K alpha inh | GLP-1R agonist | EPAC1 antagonist | PTHR1 ag
CCOC(=O)C1CCN(C(=O)Cc2cccs2)CC1 is entered as 29.9µM* | 0.6% | 0.7 | 12.0% | -5.4% | -17.8 | -11.3% | -1.9% | i
O=c1c2ccccc2oc2cc(OCc3cccc(F)c3)cc(O)c12 is entered as -16.7% | -7.9% | -1.5 | 1.3% | 4.3% | 15.6 | -0.4% | -38.3% | -22.4%

Entries above marked active in PLK1 PBD block:
SMILES,PLK1 PBD block,IL-2 act,PI5P4K alpha inh,GLP-1R agonist,EPAC1 antagonist,PTHR1 ag
CCOC(=O)C1CCN(C(=O)Cc2cccs2)CC1,29.9µM*,0.7,-17.8,-11.3%,-1.9%,i
